Screening data (PubChem)
Anesthetic bind = qHTS Assay for Identification of Novel General Anesthetics; apoferritin/1-aminoanthracene competitive binding, fluorescence; Potency, µM (titrated, usually from 77.5 µM), inactives show at the highest dose activity change, negative = displacement, hits mostly inhibitors; 350,000 tested, 0.074% active; AID 485281, 2010; note: potency is the fitted concentration of half-maximal effect; % is set by controls: 0 for no effect and ±100 for the full control effect; nearly all actives have a fitted effect of over 20% in size
Target sequence (P02791 2-175 limits assumed): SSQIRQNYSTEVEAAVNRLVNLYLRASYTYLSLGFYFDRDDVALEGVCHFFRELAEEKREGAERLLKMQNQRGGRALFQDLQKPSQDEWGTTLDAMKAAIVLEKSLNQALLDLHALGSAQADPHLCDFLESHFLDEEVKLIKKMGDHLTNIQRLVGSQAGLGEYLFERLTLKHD
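Read-out: endpoint 1-AMA fluorescence, excitation 380 nm and emission 535 nm, after compounds sit 10 min at room temperature with 10 uM horse-spleen apoferritin in 50% saturated 1-AMA/PBS. Values come from four-parameter Hill fits.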
POLK inh = qHTS for Inhibitors of Polymerase Kappa; DNA polymerase kappa (Homo sapiens), Q9UBT6; purified Pol kappa, fluorescent DNA synthesis assay, 10 min; Potency, µM (top dose mostly 107 µM), for inactives: at the top dose activity, negative = inhibition, actives largely listed as inhibitors; 400,000 tested, 0.53% active; AID 588579, 2011; note: potency is the fitted concentration of half-maximal effect; % is set by controls: 0 for no effect and ±100 for the full control effect
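Kinetic fluorescence screen: compound preincubated 15 min RT with 10 nM enzyme; 50 nM substrate (final) initiates; reads at 0/10 min.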
APE1 inh = qHTS Assay for Inhibitors of the Human Apurinic/apyrimidinic Endonuclease 1 (APE1); recombinant APE1, TAMRA/BHQ-2 abasic DNA cleavage fluorescence; 350,000 tested, 0.35% active; DNA repair nuclease/redox regulator APEX1 (Homo sapiens), P27695; Potency, µM (titrated, usually from 65.8 µM), for inactives: at the top dose activity change, negative = inhibition, usual class: inhibitors;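 note: potency is the fitted concentration of half-maximal effect; plate controls were vehicle for no effect and reference inhibitor for full effect; nearly all actives have a fitted effect of over 55% in size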
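Kinetic fluorescence read (525 ex/598 em nm, three reads 60 s apart) of AP-site incision; signal = third minus first read. Enzyme 0.75 nM, dual-labelled THF duplex 50 nM, compound preincubation 15 min RT.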
Pol eta inh = qHTS for Inhibitors of Polymerase Eta; Potency, µM (doses to about 114 µM), for inactives: at the highest dose activity change, negative = inhibition, usual class: inhibitors; recombinant Pol eta, fluorescent DNA replication assay; 390,000 tested, 1.2% active; note: potency is the fitted concentration of half-maximal effect; % is set by controls: 0 for no effect and ±100 for the full control effect
Target sequence (Q9Y253 whole entry, looked up): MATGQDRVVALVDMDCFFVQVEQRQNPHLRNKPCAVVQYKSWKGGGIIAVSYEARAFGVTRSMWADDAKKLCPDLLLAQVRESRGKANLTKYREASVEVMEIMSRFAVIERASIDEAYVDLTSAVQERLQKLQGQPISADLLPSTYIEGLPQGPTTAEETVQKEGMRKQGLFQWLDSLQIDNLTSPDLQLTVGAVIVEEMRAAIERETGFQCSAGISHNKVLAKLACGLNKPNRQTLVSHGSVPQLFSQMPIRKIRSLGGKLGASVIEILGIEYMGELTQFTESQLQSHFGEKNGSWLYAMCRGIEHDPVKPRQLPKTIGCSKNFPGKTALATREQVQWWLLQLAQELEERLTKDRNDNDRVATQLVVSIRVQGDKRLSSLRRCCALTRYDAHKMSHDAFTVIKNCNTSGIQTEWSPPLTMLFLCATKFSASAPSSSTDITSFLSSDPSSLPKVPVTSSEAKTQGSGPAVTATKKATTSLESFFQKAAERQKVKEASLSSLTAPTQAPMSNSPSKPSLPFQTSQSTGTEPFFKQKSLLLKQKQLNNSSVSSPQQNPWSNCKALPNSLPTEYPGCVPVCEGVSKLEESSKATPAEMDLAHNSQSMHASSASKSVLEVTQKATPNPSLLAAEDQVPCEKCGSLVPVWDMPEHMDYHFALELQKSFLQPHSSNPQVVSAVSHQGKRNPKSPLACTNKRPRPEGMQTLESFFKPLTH
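Pol eta at 10 nM preincubated with compounds 15 min at room temperature; reaction started with fluorescent substrate (50 nM final) and read kinetically at 0 and 10 min.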
RXFP1 antagonist = qHTS Assay for Antagonists of the Relaxin Receptor RXFP1; activity change, negative = inhibition, % at 57.5 µM; 350,000 tested, 0.59% active; Relaxin receptor 1 (Homo sapiens), Q9HBX9; HEK293-RXFP1, relaxin-stimulated cAMP HTRF, 30 min; active compounds read low;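 active = activity change of -60% or lower, but not beyond a set lower limit; inconclusive = change between -60% and -40%, or beyond the set limit; inactive = change above -40%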; note: % is set by controls: 0 for no effect and ±100 for the full control effect
POLI inh = qHTS for Inhibitors of Polymerase Iota | DNA polymerase iota (Homo sapiens), Q9UNA4 | Pol iota fluorescent replication assay, 10 min | Potency, µM (highest dose often 115 µM), for the others: at the highest dose activity, negative = inhibition, hits mostly inhibitors | 390,000 tested, 1% active | AID 588590, 2011; note: potency is the fitted concentration of half-maximal effect
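Fluorescent replication assay read twice, at 0 min and 10 min after adding 50 nM (final) substrate. Enzyme (10 nM) and compounds were first incubated 15 min at room temperature; enzyme-free buffer wells were negative controls.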
BLM helicase inh = qHTS Assay for Inhibitors of Bloom's syndrome helicase (BLM); RecQ-like DNA helicase BLM (Homo sapiens), P54132; AID 2528, 2010; 350,000 tested, 0.2% active; recombinant BLM DNA unwinding, fluorescence dequenching; Potency, µM (highest dose often 56.1 µM), inactives show at the highest dose activity change, negative = inhibition, actives largely listed as inhibitors;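 note: potency is the fitted concentration of half-maximal effect; plate controls were vehicle for no effect and no enzyme for full effect; nearly all actives have a fitted effect of over 35% in size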
PGK inhibitor = qHTS Assay to Find Inhibitors of Phosphoglycerate Kinase; PGK/GAPDH coupled, Kinase-Glo luminescence, 60 min; 380,000 tested, 0.043% active; Phosphoglycerate kinase, glycosomal (Trypanosoma brucei brucei), P07378; Potency, µM (series often up to 57.5 µM), inactives show at the highest dose activity change, negative = inhibition, actives largely listed as inhibitors; note: potency is the fitted concentration of half-maximal effect; % is set by controls: 0 for no effect and ±100 for the full control effect; nearly all actives have a fitted effect of over 60% in size
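Luminescent ATP detection (Kinase-Glo Plus) follows a 60-minute room-temperature incubation, with wells lacking PGK as controls. Buffer: 100 mM TEA (pH 7.6), 5 mM MgCl2, 0.01% Tween-20. Coupling enzyme GAPDH (100 nM final) supplies unstable 1,3-BPG in-well.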
Pol beta inh = qHTS Assay for Inhibitors of DNA Polymerase Beta; P06746; Pol beta primer extension/strand displacement, fluorescence kinetic; Potency, µM (highest dose often 114 µM), without a hit: at the highest dose activity change, negative = inhibition, hits mostly inhibitors; 340,000 tested, 1.3% active; AID 485314, 2010; note: potency is the fitted concentration of half-maximal effect; % is set by controls: 0 for no effect and ±100 for the full control effect
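Values derive from four-parameter Hill fits of normalized kinetic data: reads at 0 and 10 min following addition of 50 nM substrate to 10 nM Pol beta preincubated 15 min with compound.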
Starred values were filed as active, the others as inactive; i = inactive; ? = inconclusive; / = not tested or not shown; & = joins results of further samples; [ ] = dose if it differs, or a comment. Unless noted, calls come from the whole dose curve; as a rule, active = well fitted curve in the direction sought with a large enough effect; inconclusive = small, poorly fitted or top-dose-only effect, or another doubt; inactive = no such curve, though single readings can be large; an effect the other way counts as inactive or inconclusive.

SMILES | Anesthetic bind | POLK inh | APE1 inh | Pol eta inh | RXFP1 antagonist | POLI inh | BLM helicase inh | PGK inhibitor | Pol beta inh
O=[N+]([O-])c1cccc(CN2C[C@@]34C=C[C@@H](C[C@@H]3S2(=O)=O)O4)c1 | -6.6% | 10.3%&-12.6% | 24.1% | 9.1% | / | -9.5%&17.3% | -0.1% | -2.5% | 41.6%
O=C(c1cc(-c2cccc(Cl)c2)nc2ccccc12)N1CCN(c2ccccn2)CC1 | ? | -7.9% | -16.3% | -10.5% | -7.4 | -6.0% | -8.9% | -8.1% | -26.7%
COC(=O)C1=C(C)N(Cc2ccccc2)C(=O)/C1=C\c1ccco1 | -6.0% | ? | -6.2% | -20.6% | -22.7 | 50.1µM* | -14.9% | -5.7% | -29.9%
C/C(CC(=O)Nc1ccccc1Br)=N\NC(=O)C(=O)N1CCCC1 | -6.3% | -6.6% | 1.9% | -13.4% | 4.6 | 25.3% | 0.9% | -0.2% | -14.0%
O=C(Nc1nc2c(s1)CCc1ccccc1-2)c1ccco1 | -22.7% | -21.1% | -0.3% | ? | -7.6 | 21.2% | -9.5% | -2.0% | -3.0%
Cc1nc2ccc(S(=O)(=O)NCC(=O)N3CCC(C)CC3)cc2s1 | -9.3% | -3.5% | -0.8% | -1.7% | 3.5 | 4.9% | 1.2% | -1.6% | 2.6%
Cc1onc(-c2c(Cl)cccc2Cl)c1C(=O)NC(=S)N1CCOCC1 | 3.5% | 11.5% | 9.7% | -11.6% | 10.8 | 41.2%[activator] | -3.6% | i | 18.1%
CCc1ccc(N2CCn3c2nc2c3c(=O)n(Cc3c(F)cccc3Cl)c(=O)n2C)cc1 | 63.3%[activator] | 2.6% | / | -18.2% | -1.2 | 13.2% | -8.4% | 7.6% | -0.4%
CCC(C(=O)OCCN(CC)CC)c1ccccc1 (stereo not drawn) | 5.7% | 0.9%[19.4 µM] | -10.1% | -6.3% | 11.9 | ? | -5.6%&2.0% | 0.5% | 1.9%
Cc1nn(CC(=O)N2CCCC2)c(=O)c2cc3cc(F)ccc3n12 | -5.4% | 2.9% | 21.8% | -15.8% | -9.8 | 38.0%[activator] | 4.4% | -9.6% | 15.2%
CCN(CC(=O)Nc1ccc(NC(C)=O)cc1)C(=O)/C=C/c1cn(-c2ccccc2)nc1-c1ccc(C)cc1 | -8.1% | -11.8% | -6.1% | -18.0% | 8.6 | 13.4% | -16.8% | -1.2% | -0.4%
C=CCN(c1ccccc1)S(=O)(=O)c1cccc(C(=O)NCc2ccco2)c1 | / | -3.2% | 19.0% | -12.4% | -16.0 | -12.9% | / | -8.0% | /
Cc1cc(C(=O)CN2C(=O)C(=O)N(C3CCCC3)C2=O)c(C)n1-c1ccc(F)cc1 | ? | -13.3% | -5.0% | -18.2% | 9.0 | 37.7%[activator] | 1.1% | -7.2% | 9.6%
CS(=O)(=O)N(CC(=O)NCc1ccc2c(c1)OCO2)c1ccccc1 | -4.2% | -7.8% | -2.5% | -12.8% | 2.7 | 15.1% | 1.9% | i | 0.0%
Cc1ccc2c(CN(C)Cc3ccc(OC(F)F)cc3)cc(=O)oc2c1C | -19.0% | -9.0% | 24.0% | -11.8% | -8.0 | 47.8%[activator] | -11.4% | i | -1.0%
O=C(N/N=C/c1ccco1)c1cccc(NC(=O)c2cccc(Cl)c2)c1 | -11.8% | -6.5% | 31.2% | -21.0% | -6.9 | 40.2%[activator] | -4.5% | 6.3% | 5.7%
OC(COCC1COc2ccccc2O1)CN1CCCCC1 (stereo not drawn) | -7.5% | -1.1%[60.1 µM] | 0.8% | -5.6% | -2.1 | -15.9% | 3.7% | -2.7% | 16.9%
C=CCNC(=O)C1CCN(S(=O)(=O)c2cccs2)CC1 | -6.0% | -42.4% | -10.9% | -13.2% | -0.9 | 25.9% | -2.4% | -4.6% | 16.1%
Cc1cccc(CN2CCN(CC(=O)O)C2=O)c1 | -8.7% | 1.0% | -0.4% | 1.4% | -5.6 | 3.1%[58.9 µM] | -1.7% | -7.4% | 27.0%
S=c1[nH]nc(-c2ccncc2)n1/N=C/C=C/c1ccccc1 | -2.5% | -6.1% | -0.3% | 7.4% | 3.3 | 114.9%[activator] | -3.3% | -1.4% | 1.7%
Cc1ccc(C2(c3ccc(C)cc3)CC2C(=O)NCc2cccnc2)cc1 (stereo not drawn) | -10.8% | -18.2% | 12.7% | -13.2% | -10.3 | 20.8% | 0.3% | -0.8% | -3.0%
O=C(N/N=C1\CCCc2ccccc21)c1ccc([N+](=O)[O-])cc1Cl | -23.9% | -0.7% | 2.0% | 5.6% | -20.8 | 9.6% | 1.6% | 1.6% | 0.5%
CCN(CC)S(=O)(=O)c1cccc(-c2nnc(SCCOc3ccccc3C)o2)c1 | -8.0% | -13.1% | -3.6% | -13.5% | -2.5 | 4.3% | -6.8% | 14.4% | 4.5%
COc1cc(O)c(C(C)=O)cc1OC | 21.6% | -8.4% | 0.9% | 2.2% | 11.4 | 6.9% | 2.3% | 4.5% | 1.1%
CCOc1ccc(NC(=O)CSc2nnc(COc3c(C)cccc3C)o2)cc1 | -6.9% | 5.6% | -1.1% | -1.6% | -11.9 | -23.2% | -2.7% | i | 1.3%
CCN1CCN(C(=S)Nc2cccc(Cl)c2)CC1 | -4.6% | -6.9% | -1.3% | 2.5% | 25.2 | 11.9% | -1.9% | -2.9% | 23.2%
CCCc1cc(=O)oc2cc(C)c3c(C)coc3c12 | -10.1% | -1.7% | 3.8% | -6.1% | 4.2 | 18.1% | -6.1% | -7.7% | 1.4%
CC(C)NCc1nnc(-c2ccccc2Cl)o1 | -5.8% | -6.8% | -4.5% | -11.5% | 17.2 | ? | 1.5% | i | 10.2%
Cc1ccc(CNC(=O)CCNS(=O)(=O)c2cccc3nsnc23)cc1 | -8.8%&-5.9% | 3.6%&4.9% | 5.5% | -17.7%&-15.8% | 8.1 | 70.0%&30.8%[activator] | 1.1%&0.5% | -2.1%&-7.6% | 32.9%&19.1%
CCOc1ccc(/C=N/NC(=O)C(=O)N2CCCCCC2)c2ccccc12 | -10.9% | -4.4% | -12.8% | -10.9% | -16.2 | -4.0% | -5.4% | -0.4% | -12.8%
CCOC(=O)C1=C(C)N(C)C(=S)NC1c1ccccc1Cl (stereo not drawn) | ? | -7.0% | -0.5% | 2.2% | 3.2 | -1.7% | -2.6% | -2.6% | 12.6%
C=CCOc1ccccc1CN1CCC(Oc2ccc(C(=O)N3CCCCC3)cc2)CC1 | ? | -10.9% | 20.9% | -18.3% | -9.2 | 23.6% | 0.3% | -3.7% | 3.7%
COc1ccc(/C(N)=N/OC(=O)c2ccco2)cc1 | -11.0% | -1.5% | 1.8% | -11.7% | -6.7 | 61.4%[activator] | -2.7% | -11.7% | ?
CCCCN(CC)CCCNC(=O)c1ccc(CS(=O)(=O)c2ccccc2C)o1 | -9.2% | -10.4% | 0.6% | -8.9% | -5.1 | -0.8% | 0.9% | -1.8% | 33.7%
O=C(c1cccc(NC2=NC3CS(=O)(=O)CC3S2)c1)N1CCN(c2ncccn2)CC1 (stereo not drawn) | -13.0% | -10.4% | 2.5% | -17.4% | 4.1 | 27.5% | -0.1% | -7.9% | 34.5%
O=C(NCc1ccco1)C1CC(=O)N(c2cccc(Cl)c2)C1 (stereo not drawn) | 1.0% | 10.1% | -7.5% | -7.4% | 3.1 | 38.6%[activator] | 0.5% | -5.6% | 22.2%
CCOC(=O)c1c(C)oc2c1cc(NS(=O)(=O)c1ccc(C)cc1)c1ccccc12 | -5.3% | ? | / | ? | / | ? | -2.4% | -4.0% | 0.8%
CCSc1nsc(SCC)c1C(N)=O | -8.2% | 5.8% | -4.4% | -14.7% | -21.4 | 28.3% | 0.3% | -1.0% | 4.2%
O=C1/C(=C\c2ccco2)SC(=S)N1C1CCS(=O)(=O)C1 (stereo not drawn) | -4.0% | ? | 20µM* | ? | -31.7 | 20µM* | -14.7% | -2.5% | 39.8µM*
Cc1cccc2cc(CN(CC3CCCO3)C(=O)c3cnccn3)c(=O)[nH]c12 (stereo not drawn) | -10.9% | -6.6% | 0.7% | 1.6% | / | -7.0% | 2.0% | -6.6% | -1.1%

Single entries from the list.
POLK inh result of OC(COCC1COc2ccccc2O1)CN1CCCCC1 (stereo not drawn) : -1.1%[60.1 µM]
BLM helicase inh result of Cc1cc(C(=O)CN2C(=O)C(=O)N(C3CCCC3)C2=O)c(C)n1-c1ccc(F)cc1 : 1.1%

Other entries follow:
SMILES | Anesthetic bind | POLK inh | APE1 inh | Pol eta inh | RXFP1 antagonist | POLI inh | BLM helicase inh | PGK inhibitor | Pol beta inh
O=C(O)Cn1c(-c2ccccc2)cc2ccccc21 | -0.5% | 4.3% | 6.8% | -14.2% | -5.6 | 9.4% | -5.2% | 3.8% | 8.3%
O=C(CC1(O)C(=O)N(CCc2ccccc2)c2ccccc21)c1ccco1 (stereo not drawn) | ? | -7.9% | -3.4% | ? | -8.9 | -12.4% | -0.3% | -5.4% | 9.0%
COC(=O)c1c(-n2cnnn2)sc(C)c1C | -6.8% | 0.0% | -10.3% | -6.5% | -12.1 | -4.5% | 7.5% | i | 11.9%
COC(=O)c1ccc(NC(=O)C(C)N2Cc3ccccc3C2=O)cc1 (stereo not drawn) | -5.8% | -6.4% | / | -11.5% | -12.6 | 10.7% | -1.7% | 7.6% | 27.5%
CCOC(=O)c1c(NC(=O)CCS(=O)(=O)c2ccccc2)sc2c1CC(C)(C)NC2(C)C | -6.9% | -0.8% | 2.5% | -8.0% | -3.8 | 24.1% | 1.7% | 3.3% | 6.5%

The list is partial; count on the stated rates, not on these rows.
